# TRPML3 agonist = human TRPML3 channel agonists, primary screen, cell-based, HEK293 TRPML3-YFP, Fluo-8 calcium fluorescence, 3 µM | Mucolipin-3 (Homo sapiens), Q8TDD5 | 100% = the carbachol control signal | activation, % at 3 µM | actives 0.29% (n = 220,000);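 active = activation above its plate's cutoff, the mean activation of the plate's test wells plus 3 SD, cut at about 12% in these data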;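 note: 0% = DMSO only wells and 100% = carbachol wells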
# Target sequence (Q8TDD5 whole entry, looked up): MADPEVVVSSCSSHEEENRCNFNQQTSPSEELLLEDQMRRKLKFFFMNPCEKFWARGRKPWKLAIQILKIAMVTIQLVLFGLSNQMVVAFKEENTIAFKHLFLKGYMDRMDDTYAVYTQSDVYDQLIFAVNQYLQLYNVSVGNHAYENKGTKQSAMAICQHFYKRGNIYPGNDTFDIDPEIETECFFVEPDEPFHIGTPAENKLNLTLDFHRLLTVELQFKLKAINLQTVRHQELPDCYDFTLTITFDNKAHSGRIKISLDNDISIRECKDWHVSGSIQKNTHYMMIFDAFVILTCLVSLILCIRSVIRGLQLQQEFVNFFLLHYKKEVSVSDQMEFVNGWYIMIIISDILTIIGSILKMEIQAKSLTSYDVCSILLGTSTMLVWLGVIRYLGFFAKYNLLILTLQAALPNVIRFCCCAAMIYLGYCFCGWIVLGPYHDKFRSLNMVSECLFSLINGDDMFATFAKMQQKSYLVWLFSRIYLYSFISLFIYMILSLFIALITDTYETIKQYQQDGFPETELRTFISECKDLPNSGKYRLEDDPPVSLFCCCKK
#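 Material: TRPML3-YFP stable HEK293 cells | Dosing: One concentration, 3 µM nominal, 0.3% DMSO | Timing: 125 s total fluorescence read per well | Technique: Fluo-8 calcium dye fluorescence, ex 470-495, em 515-575 nm | Measure: Percent activation from peak-to-basal fluorescence ratio, scaled between DMSO and carbachol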
# NPY-Y1 antag = NPY-Y1 receptor antagonists, primary screen, cell-based; Neuropeptide Y receptor type 1 (Homo sapiens), P25929; inhibition, % at 3.6 µM; HEK293-CNG Y1 cells, membrane potential fluorescence; NPY at EC95, then isoproterenol; actives 1% (n = 200,000); AID 1040, 2008;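 active = inhibition above the campaign mean inhibition of all tested compounds plus 3 SD, cut at about 20% in these data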;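 note: 0% = DMSO wells given NPY plus isoproterenol and 100% = isoproterenol alone without NPY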
#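 Assay system: HEK293 Y1/CNG channel cell line; Doses: single compound dose of 3.6 µM, 0.4% DMSO; Timing: dye 3 h, compound 60 min room temperature, stimulation 45 min; Technique: Membrane-potential fluorescent dye readout; Measure: % inhibition of NPY effect.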
# NPY-Y1 PAM-ag = NPY-Y1 receptor potentiators or agonists, primary screen, cell-based; Neuropeptide Y receptor type 1 (Homo sapiens), P25929; NPY-Y1 expressing cells, potentiator/agonist activation; activation, % at 3.6 µM; actives 0.37% (n = 220,000); in the data active = activation above about 33%, passing the limit was not always enough;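 note: cells stimulated with NPY at EC10 then isoproterenol at EC100; 0% = low agonist plus stimulus and 100% = saturating agonist plus stimulus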
# PPC-1+TRAIL kill = compounds killing PPC-1 cancer cells with TRAIL present, primary screen, TRAIL potentiator project, ATPLite luminescence, uHTS | PPC-1 cells + TRAIL, ATPLite viability luminescence | cell killing (% activity), % at 4 µM | actives 0.41% (n = 220,000);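 active = cell killing above 50% in the first pass at 4 µM, then a duplicate retest at 5 µM averaging 50% or more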;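 note: plate controls were cells with TRAIL plus DMSO for no effect and medium-only wells lacking cells for full effect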
# EP2 modulator = EP2 receptor modulators, cAMP readout, primary screen, cell-based, HTRF cAMP, PGE2 stimulation | EP2-expressing cells, cAMP HTRF FRET, PGE2 co-stimulation | induction, % at 25 µM | actives 0.83% (n = 260,000);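 active = compounds whose cAMP rise, as percent of the full-agonist control response, exceeds 60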;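 note: rat C6 glioma line stably carrying human EP2 under a CMV promoter; the protocol text gives 20 µM as final concentration; 100% = response of wells given 1 µM PGE2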
# PGE2 EP2 inh = human EP2 receptor antagonists, primary screen, TR-FRET cAMP, C6 glioma cells; Prostaglandin E2 receptor EP2 subtype (Homo sapiens), P43116; C6 glioma cells expressing human EP2; cells stimulated with saturating PGE2; inhibition, % at 25 µM; actives 0.52% (n = 260,000);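 active = percent inhibition above 40 after rounding to a whole number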;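 note: rat C6 glioma host cells with rolipram phosphodiesterase inhibitor present; the protocol text gives 20 µM as final concentration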
# zfTRPN1 agonist = zebrafish TRPN1 channel agonists, primary screen, cell-based, HEK293, calcium fluorescence. activation, % at 3 µM. transient receptor potential cation channel N1 (TRPN1/NompC), Danio rerio. HEK293 zebrafish TRPN1-YFP, Fluo-8 calcium fluorescence; 100% = response to 87 µM carbachol. actives 0.18% (n = 220,000);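 active = activation above its plate's cutoff, the mean activation of test wells on that plate plus 3 SD, cut at about 19% in these data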;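 note: 0% = DMSO alone and 100% = 87 µM carbachol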
#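 Control set: carbachol 87 µM as high control, DMSO as low control; system: HEK293 stable line with zebrafish TRPN1-YFP; read-out: % activation versus carbachol response; detection: intracellular calcium fluorescence with Fluo-8; doses: single test compound dose, 3 µM nominal, 0.3% DMSO; schedule: dye 1 h 37 °C plus 30 min RT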
# CHOP inh = inhibitors of CHOP promoter induction, primary screen, cell-based, unfolded protein response, luciferase reporter | CHO-K1 CHOP-promoter luciferase, tunicamycin-induced, 15-18 h | inhibition, % at 10 µM | actives 3.8% (n = 220,000) | AID 2732, 2010;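 active = compounds that reduced the stress-induced luciferase reporter signal by more than about 70% of percent inhibition, limit read from the data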;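 note: 0% = tunicamycin plus vehicle and 100% = wells without tunicamycin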
# 14-3-3 Bad PPI = inhibitors of 14-3-3 zeta/Bad binding, primary screen, biochemical, TR-FRET, bovine 14-3-3 zeta. 14-3-3 protein zeta/delta (Bos taurus), P63103. TR-FRET 14-3-3zeta/Dy647-pBad peptide displacement, 1 h. inhibition, % at 21.7 µM. actives 0.71% (n = 220,000);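 active = inhibition above about 70%, limit read from the data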;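 note: 0% = full 14-3-3 plus peptide FRET controls and 100% = background without 14-3-3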
# Target sequence (P63103 whole entry, looked up): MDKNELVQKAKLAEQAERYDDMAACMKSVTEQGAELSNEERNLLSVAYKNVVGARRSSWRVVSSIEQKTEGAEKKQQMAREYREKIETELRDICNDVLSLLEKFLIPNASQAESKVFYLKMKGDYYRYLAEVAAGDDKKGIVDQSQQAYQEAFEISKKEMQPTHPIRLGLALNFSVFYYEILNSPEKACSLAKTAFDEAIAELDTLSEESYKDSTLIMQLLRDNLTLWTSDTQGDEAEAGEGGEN
# * = called active by the depositor; . = no result given; & = joins results of further samples; [ ] = remark or other dose. Only part of the results is shown, so the mix of outcomes need not match the whole.
canonical_smiles	TRPML3 agonist	NPY-Y1 antag	NPY-Y1 PAM-ag	PPC-1+TRAIL kill	EP2 modulator	PGE2 EP2 inh	zfTRPN1 agonist	CHOP inh	14-3-3 Bad PPI
Cn1c(=O)[nH]c(=O)c2c1nc(NCc1ccccc1)n2CCCc1ccccc1	0.6	9	-5	5	16	13	-0.4	69	6
CC(=O)n1nc(-c2cccnc2)nc1NCc1cccs1	0.2	-2	16	14	3	4	0.1	21	5
Cc1ccc(NS(=O)(=O)c2cc(C(=O)Nc3cccc(N(C)S(C)(=O)=O)c3)ccc2C)c(C)c1	-0.7	-5	-2	2	-84	11	-1.3	-3	-22
N#CC1=C(N)Oc2n[nH]c(-c3cccs3)c2C1c1ccsc1 (configuration not stated)	0.5	28*	9	-18	4	17	3.7	30	-8
O=c1cc(Cc2ccccc2)[nH]c(=S)[nH]1	0.5	1	4	18	36	8	1.9	27	0
CC(C)=C1C2CCC1C1C(=O)N(CCc3ccccc3)C(=O)C21 (configuration not stated)	2.1	1	-4	31	38	10	0.8	23	-14
O=C(C1CCN(S(=O)(=O)N2CCCC2)CC1)N1CCCCC1	0.9	3	-25	10	8	7	-0.5	1	-4
C/C(=N\NC(=O)C1COc2ccccc2O1)c1ccc(Cl)s1 (configuration not stated)	0.8	-2	-3	25	27	5	-0.8	24	14
COc1ccccc1C1CC(c2ccc(NS(C)(=O)=O)cc2)=NN1C(=O)c1ccccc1 (configuration not stated)	-0.7	-3	12	-3	-29	13	-1.0	-5	-4
N#Cc1cccc(C(c2nnnn2C2CCCC2)N2CCCCCC2)c1 (configuration not stated)	-1.5	5	21	17	5	12	-2.1	25	20
Cc1cccc(NC(=S)NNC(=O)c2ccc(O)cc2O)c1C	1.0	6	8	13	14	2	0.3	-2	-10
FC(F)Oc1ccc(NC(=S)NCc2nc3ccccc3[nH]2)cc1	0.2	-1	-8	0	-40	0	-0.9	-21	-10
CC1(C)CC(=O)C(C=Nc2ccc(C(=O)c3ccccc3)cc2N=CC2=C(O)CC(C)(C)CC2=O)=C(O)C1	3.2	-2	-10	22	-1	16	3.9	53	-8
CCCCNC(=O)N1CCN(c2ccccc2OC)CC1	0.0	-1	-4	-4	-13	8	-1.4	1	-2
CCC(C)N(C(=O)Cn1nnc2ccccc21)C(C(=O)Nc1ccc(F)cc1)c1cccc(OC)c1 (configuration not stated)	0.2	16	-37	24	0	8	1.4	13	11
O=C(c1cccc([N+](=O)[O-])c1)N1CCCC(C(=O)N2CCCCCC2)C1 (configuration not stated)	0.7	.	12	3	-7	7	3.0	2	13
Nc1n[nH]c(-c2ccc(Br)cc2)c1Cl	0.1	-1	22	16	-11	15	-1.3	26	25
c1ccc(CO/N=C(\c2ccc(C3CC3)nc2)C2CC2)cc1	-0.2	6	-9	10	8	6	-0.8	19	-1
O=C1CCC(C(=O)Nc2cccc(Oc3ccccc3)c2)=NN1	-0.8	6	-2	10	-1	7	0.5	-3	0
COc1ccc(C2=NN(C(=O)CSc3ncccn3)C(c3ccc(C)cc3)C2)cc1 (configuration not stated)	-0.9	-1	6	19	14	12	-0.4	-8	4

# Following part.
# Every second line gives: TRPML3 agonist	NPY-Y1 antag	NPY-Y1 PAM-ag	PPC-1+TRAIL kill	EP2 modulator	PGE2 EP2 inh	zfTRPN1 agonist	CHOP inh	14-3-3 Bad PPI
CCOc1ncccc1C(=O)N(CC)CC(=O)Nc1ccc(NC(C)=O)cc1
 : 0.7	-5	-14	15	17	6	0.1	3	-12
CC1=NN(c2ccc(C(=O)OC(C)C)cc2)C(=O)/C1=C\C=C\c1ccco1
 : -0.1	6	1	20	22	15	0.8	22	-3
O=[N+]([O-])/C=C1\CCCCCN1
 : 0.6	.	8	-9	21	9	3.3	-15	-1
C/C(=N/O)c1c(O)c(C)c(-c2ccccc2)n(-c2ccccc2)c1=O
 : -0.6	7	-7	14	10	9	-1.0	16	-2[fluorescence artefact?]
COc1ccc(CNC(=O)C2=C(C)C(=O)OC23CCC(C)CC3)cc1 (configuration not stated)
 : 0.8	0	-3	16	1	10	2.0	12	2
COc1ccc(/C(C)=N/Nc2nc3ccccc3nc2C)cc1
 : 0.0	.	17	3	-35	7	-0.3	6	0
Cc1cc(C)c2c(n1)nn1c(NCCCN(C)C)cc(C)nc21
 : 0.0	4	-10	47	11	2	-0.1	26	7
CN(C(=O)c1ccc2nccnc2c1)C1CCCCC1
 : 1.0	.	2	12	11	11	1.9	-1	4
COc1cc(NC(=O)COc2ccc(F)cc2)nc(OC)n1
 : -0.1	-1	8	1	0	18	0.3	-15	-8[fluorescence artefact?]
CC(C(=O)Nc1ccc(S(=O)(=O)N2CCOCC2)cc1)N1CCN(c2ccccn2)CC1 (configuration not stated)
 : 1.3	8	5	-8	-12	6	0.8	-7	-11
COc1ccc(C(=O)NCCNc2ccc([N+](=O)[O-])cc2)cc1
 : -0.3	-1	12	5	-70	8	-1.5	-1	-7
CC(=O)Nc1ccc(NC(=O)c2ccc(-n3c(C)ccc3C)cc2)cc1
 : 1.2	-5	13	7	42	3	1.3	17	-9
COc1ccc(CN2CCNC(=O)C2CC(=O)N(C)Cc2ccccn2)cc1OC (configuration not stated)
 : 1.2	-3	-3	11	2	5	0.6	4	-6
CCn1c2ccccc2c2cc(NC(=O)C/C(C)=N/NC(=O)c3ccccc3N)ccc21
 : 0.3	0	23	21	-75	9	0.1	28	-14[fluorescence artefact?]
CCN(CC)C(=O)C1CCCN(c2ccc([N+](=O)[O-])cc2[N+](=O)[O-])C1 (configuration not stated)
 : -0.7	3	-13	12	-4	13	-0.8	-7	0
O=C(Nc1ccccn1)c1ccc(S(=O)(=O)c2ccc(Cl)cc2)cc1
 : 2.4	0	14	9	-84	2	3.8	47	-8
Cc1ccc(NC(=O)CCl)c(C)c1
 : 0.1	-6	5	3	2	3	1.4	-43	0
Cc1no[n+]([O-])c1COc1cccc(/C=N/Nc2nncn2N)c1
 : -0.1	.	4	-6	-27	15	0.8	16	-9
NC(=O)c1nsc(C(=O)N(CC(=O)NCc2ccc3c(c2)OCO3)C2CCCC2)c1N
 : 0.2	-5	3	14	16	11	-0.5	33	2[fluorescence artefact?]
Cc1onc(-c2ccccc2Cl)c1C(=O)Nc1nnc(-c2ccc(Cl)cc2Cl)s1
 : 0.4	0	28	0	27	30	1.0	78*	-1
S=c1[nH]nc(-c2cccnc2)n1/N=C/c1ccco1
 : 0.8	-1	-7	22	25	11	1.4	35	-3
O=C(CN1C(=O)NC2(CCCCCC2)C1=O)Nc1ccc2c(c1)CCC2
 : 0.2	4	-8	4	-50	4	0.2	-16	-6
N#Cc1ccccc1OCCCNC1CCCC1
 : 0.5	0	-1	-2	-4	9	3.2	8	8
COc1ccc2cc(CN(CC3COCCO3)S(=O)(=O)c3ccc(Cl)cc3)c(=O)[nH]c2c1 (configuration not stated)
 : 1.4	-2	3	20	-19&-18	9&6	1.6	29	0
COc1ccc(C(=O)NC(=S)NC2CCSC2=O)cc1 (configuration not stated)
 : 0.5	-4	-3	12	-16	6	0.1	3	-31[fluorescence artefact?]
CC(=O)c1cc(-c2ccc(F)cc2)n(CCC(=O)Nc2cc(C)[nH]n2)c1C
 : 0.2	-6	-7	-18	13	12	1.2	34	7
N#C/C(=C\c1ccccc1)c1nc2ncccc2[nH]1
 : 1.6	-2	12	18	-21	19	-0.7	-53	12[fluorescence artefact?]
S=c1[nH]nc(-c2cnccn2)n1-c1ccccc1
 : 0.6	7	6	4	7	5	0.4	7	-13
O=C(CSc1ncc(C(F)(F)F)cc1Cl)N1CCN(S(=O)(=O)c2ccc(Cl)cc2)CC1
 : 0.3	1	2	7	1	.	-1.7	12	4
CCOc1cc(Br)c(C=O)cc1OCC
 : -0.3	6	10	22	31	5	-2.6	-39	1
CCC(=O)N(Cc1cc2cc(OC)ccc2[nH]c1=O)c1cc(C)ccc1C
 : -0.4	0	10	-1	20&2	8&13	-0.1	43	.
CCOc1cc(CNCCO)cc(Br)c1OCc1ccccc1Cl
 : 0.6	0	-6	10	-21	1	-0.8	85*	23
C/C(=N/NC(=O)CSCc1ccc(Cl)cc1)c1cccc(NC(=O)c2ccccc2)c1
 : 0.5	6	-12	16	-36	18	0.5	0	15[fluorescence artefact?]
CC(C)(C)c1ccc(S(=O)(=O)N2CCCCC2)cc1
 : 6.4	2	-10	19	0	13	-0.8	45	-4

# Some of these compounds in order of length of the SMILES, descending.
# Every second line gives: TRPML3 agonist	NPY-Y1 antag	NPY-Y1 PAM-ag	PPC-1+TRAIL kill	EP2 modulator	PGE2 EP2 inh	zfTRPN1 agonist	CHOP inh	14-3-3 Bad PPI
CCC(C)N(C(=O)Cn1nnc2ccccc21)C(C(=O)Nc1ccc(F)cc1)c1cccc(OC)c1 (configuration not stated)
 : 0.2	16	-37	24	0	8	1.4	13	11
CCn1c2ccccc2c2cc(NC(=O)C/C(C)=N/NC(=O)c3ccccc3N)ccc21
 : 0.3	0	23	21	-75	9	0.1	28	-14[fluorescence artefact?]
CCOc1ncccc1C(=O)N(CC)CC(=O)Nc1ccc(NC(C)=O)cc1
 : 0.7	-5	-14	15	17	6	0.1	3	-12
COc1ccc(/C(C)=N/Nc2nc3ccccc3nc2C)cc1
 : 0.0	.	17	3	-35	7	-0.3	6	0
CC(=O)n1nc(-c2cccnc2)nc1NCc1cccs1
 : 0.2	-2	16	14	3	4	0.1	21	5
